Assay outcomes (PubChem)
APJ antagonist: APJ receptor antagonism; CHO-K1 APJ beta-arrestin complementation, luminescence; inhibition, % at 20 µM; 0.32% of 330,000 active; AID 2521;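 active = inhibition above about 40% at 20 µM, limit read from the data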;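 also: cells challenged with 10 nM apelin-13 agonist together with compound; plate controls were apelin-13 plus DMSO wells for no effect and DMSO wells lacking apelin-13 for full effect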
Target sequence (P35414 whole entry, looked up): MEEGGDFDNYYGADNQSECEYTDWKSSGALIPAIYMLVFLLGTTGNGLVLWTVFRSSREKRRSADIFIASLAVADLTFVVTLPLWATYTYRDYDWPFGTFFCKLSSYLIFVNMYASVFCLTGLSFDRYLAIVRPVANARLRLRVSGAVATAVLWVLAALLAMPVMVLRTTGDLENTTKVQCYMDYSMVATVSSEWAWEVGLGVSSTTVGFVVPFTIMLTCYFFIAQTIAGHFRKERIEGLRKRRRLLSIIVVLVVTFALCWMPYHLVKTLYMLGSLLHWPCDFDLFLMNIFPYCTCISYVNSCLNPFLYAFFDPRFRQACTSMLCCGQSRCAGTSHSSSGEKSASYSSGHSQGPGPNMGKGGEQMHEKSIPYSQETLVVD
GRIN3A LBD mod: modulators (binders) of human NR3A ligand-binding domain; AID 1259313; NR3A LBD differential scanning fluorimetry, Tm shift; 0% = protein alone, 100% = glycine-bound protein; Tm shift relative to glycine control, % at 25 µM; 2.5% of 340,000 active;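 active = melting temperature shift of at least 10% of the positive control shift, at one fixed dose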
tim23-1 inh: growth inhibitors of tim23-1 mutant yeast; S. cerevisiae tim23-1 growth, BacTiter-Glo luminescence, 24 h; inhibition, % at 20 µM; 1.3% of 330,000 active; AID 463212;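 active = growth inhibition of the mutant yeast at or above 50%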;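 also: temperature-sensitive mutant grown at 25 °C; plate controls were DMSO-treated mutant yeast for no effect and medium wells lacking yeast for full effect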
TIM10 inh: TIM10 yeast growth inhibition; S. cerevisiae TIM10 strain growth, BacTiter-Glo luminescence, 24 h; inhibition, % at 10 µM; 1.4% of 330,000 active;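 active = inhibition of 40% or more at the single tested concentration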;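 also: wild-type TIM10 isogenic control strain grown at permissive 25 °C; 0% = DMSO yeast wells and 100% = minimal medium wells without yeast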
tim10-1 inh: growth inhibitors of tim10-1 mutant yeast. inhibition, % at 20 µM. S. cerevisiae tim10-1 ts strain growth, BacTiter-Glo, 24 h. 2.2% of 330,000 active. AID 463190;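 active = inhibition of at least 40%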;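 also: mutant grown at 25 °C; 0% = DMSO wells with yeast and 100% = wells holding no yeast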
APJ agonist: agonists of human APJ apelin receptor; P35414; CHO-K1 APJ PathHunter beta-arrestin, luminescence; 0% DMSO wells, 100% apelin; activation, % at 20 µM; 0.11% of 330,000 active;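 active = activation more than six SD over the plate average, tested at 20 µM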;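 also: 0% = DMSO alone and 100% = apelin-13 at 10 nM; some results filed as inactive read as strong as hits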
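Assay system: CHO-K1 cells stably expressing ProLink-tagged human APJ and arrestin–beta-gal acceptor. Compound dosing: 20 µM single point, 1% DMSO. Times: 16-18 h seeding, 90 min dark compound exposure, 60 min detection. Detection: beta-gal luminescence. Evaluation: APJ–arrestin association signal. Controls: negative DMSO alone, positive Apelin-13 at 10 nM.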
NLRP3 yeast inh: blocks the NALP3 inflammasome reconstituted in yeast; Yeast reconstituted NLRP3/ASC/caspase-1, beta-gal luminescence, 24 h; inhibition, % at 10 µM; 0.39% of 330,000 active;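 active = inhibition of 50% or more; inactive = inhibition below 50%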;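 also: plate controls were induced DMSO wells for no effect and uninduced yeast grown without galactose for full effect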
beta cell repl: induces beta-cell replication in MIN6 cells; MIN6 cells proliferation, ATPlite luminescence, 48 h; cells starved in 0.2% serum; 100% = growth in 10% serum; proliferation, % at 10 µM; 0.29% of 330,000 active;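 active = compounds whose signal lies at least 3.5 SD above the mean of all wells on their plate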;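 also: 0% = DMSO-treated cells in low-serum medium and 100% = 10% serum control; some compounds called inactive have numbers as strong as hits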
MPTP inh: blocks calcium-induced mitochondrial swelling; isolated mouse mitochondria, Ca2+ swelling absorbance, 30 min; inhibition, % at 10 µM; 1.4% of 360,000 active; AID 602449;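 active = inhibition of 50% or more, scaled per plate between neutral and stimulator controls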;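 also: 0% = DMSO wells given calcium and 100% = 1 mM EGTA wells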
Active calls of the source: *; . = not tested or not shown.

entry	canonical_smiles	APJ antagonist	GRIN3A LBD mod	tim23-1 inh	TIM10 inh	tim10-1 inh	APJ agonist	NLRP3 yeast inh	beta cell repl	MPTP inh
1	CCN1CCN(C(=O)/C=C/c2ccccc2[N+](=O)[O-])CC1	18.1	-1.0	-26.5	-29.2	-6.4	-4.3	11.7	0.4	0.3
2	COc1ccc2[nH]cc(CCNS(=O)(=O)c3ccc(NC(C)=O)cc3)c2c1	-2.4	0.7	13.6	-13.9	-1.7	4.0	32.0	-0.1	-1.9
3	COc1ccc(-n2c(=O)c3c4c(sc3n(Cc3cccc(F)c3)c2=O)CN(C(C)=O)CC4)c(OC)c1	-3.6	.	21.4	7.6	1.6	-0.5	0.1	-0.9	.
4	CCOC(=O)c1c(NC(=O)CN2C(=O)NC3(CCCCC3)C2=O)sc(C)c1-c1ccc(C)cc1	12.1	-4.2	-0.4	-14.6	-9.0	-4.6	12.9	-4.9	2.1
5	Cc1c(NC(=O)Cn2[nH]c(=O)c3ccccc3c2=O)c(=O)n(-c2ccccc2)n1C	20.7	0.8	1.4	-9.6	-3.3	-6.8	19.5	-3.6	-1.3
6	O=C(Nc1ccc2oc(-c3ccc(F)cc3)nc2c1)c1ccccc1F	-8.2	-9.0	8.6	11.6	-11.8	-0.9	3.8	-2.0	-0.2
7	Nc1cccc2c1C(=O)N(CCOc1ccccc1F)C2=O	6.0	-0.7	15.5	-17.9	9.7	-2.2	38.1	-1.8	1.4
8	COC(=O)CSc1nc2ccccc2o1	-9.3	1.1	17.9	-2.7	-13.4	5.7	13.2	-2.7	0.0
9	O=C(COC(=O)c1ccc(Cl)c(S(=O)(=O)N2CCN(c3ccc(F)cc3)CC2)c1)Nc1cccc(Cl)c1	3.3	25.3*	17.9	14.7	13.1	-2.1	3.3	-0.9	26.0
10	Oc1ccccc1C=NC1=NN(c2cccc(C(F)(F)F)c2)CC1	0.2	2.0	14.6	12.8	1.8	3.1	13.0	0.0	-1.8
11	O=C(COc1ccccc1)Nc1ccc2c(c1)Cc1cc(NC(=O)COc3ccccc3)ccc1-2	1.2	22.5*	-1.5	-2.9	-4.7	0.0	1.8	-1.7	0.3
12	O=C(NCc1ccccc1)C1CCN(S(=O)(=O)c2cc([N+](=O)[O-])ccc2Cl)CC1	-27.1	-1.1	-9.7	-2.1	1.1	1.4	7.3	-2.3	1.6

Reprinted at random: six entries already listed, in no set order.
entry	canonical_smiles	APJ antagonist	GRIN3A LBD mod	tim23-1 inh	TIM10 inh	tim10-1 inh	APJ agonist	NLRP3 yeast inh	beta cell repl	MPTP inh
2	COc1ccc2[nH]cc(CCNS(=O)(=O)c3ccc(NC(C)=O)cc3)c2c1	-2.4	0.7	13.6	-13.9	-1.7	4.0	32.0	-0.1	-1.9
4	CCOC(=O)c1c(NC(=O)CN2C(=O)NC3(CCCCC3)C2=O)sc(C)c1-c1ccc(C)cc1	12.1	-4.2	-0.4	-14.6	-9.0	-4.6	12.9	-4.9	2.1
6	O=C(Nc1ccc2oc(-c3ccc(F)cc3)nc2c1)c1ccccc1F	-8.2	-9.0	8.6	11.6	-11.8	-0.9	3.8	-2.0	-0.2
1	CCN1CCN(C(=O)/C=C/c2ccccc2[N+](=O)[O-])CC1	18.1	-1.0	-26.5	-29.2	-6.4	-4.3	11.7	0.4	0.3
9	O=C(COC(=O)c1ccc(Cl)c(S(=O)(=O)N2CCN(c3ccc(F)cc3)CC2)c1)Nc1cccc(Cl)c1	3.3	25.3*	17.9	14.7	13.1	-2.1	3.3	-0.9	26.0
12	O=C(NCc1ccccc1)C1CCN(S(=O)(=O)c2cc([N+](=O)[O-])ccc2Cl)CC1	-27.1	-1.1	-9.7	-2.1	1.1	1.4	7.3	-2.3	1.6

(list continues)
The line under a structure holds: APJ antagonist | GRIN3A LBD mod | tim23-1 inh | TIM10 inh | tim10-1 inh | APJ agonist | NLRP3 yeast inh | beta cell repl | MPTP inh
13	Cc1ccc(S(=O)(=O)Nc2ccc(=O)n(Cc3ccc(Cl)c(Cl)c3)c2)cc1
  -3.0 | -9.2 | -1.9 | 12.5 | 22.3 | 3.0 | 13.5 | -1.9 | 48.3
14	Cc1nc2scc(C)n2c(=O)c1S(=O)(=O)NCCc1ccccc1
  7.4 | 0.0 | 5.8 | 8.7 | 6.4 | -2.3 | 12.0 | -2.3 | -1.6
15	Cc1nnc(SCC(=O)Nc2ccc(S(N)(=O)=O)cc2)n(N)c1=O
  -2.4 | -2.6 | 8.8 | 5.4 | 14.3 | 1.0 | 8.6 | -1.5 | 0.2
16	COc1ccc2c(c1)c(=O)c(C(=O)c1ccc(C)cc1)cn2CC(=O)Nc1ccc(F)cc1
  5.1 | 2.9 | 0.8 | 1.5 | -3.6 | -3.2 | 6.4 | 1.4 | -0.9
17	COC(=O)c1ccc2c(=O)n(CCCCCC(=O)N3CCN(c4ccccc4)CC3)c(=O)[nH]c2c1
  -34.2 | 3.8 | 9.7 | 17.8 | 15.0 | 38.2* | 5.1 | -3.9 | 64.5*
18	C=CCNC(=O)c1ccc(CN2CCC(Cc3ccccc3)CC2)cc1
  5.5 | -2.2 | -26.2 | -10.7 | -8.6 | -0.4 | 32.1 | -2.8 | 0.7
19	O=C(COC(=O)Cn1cnc2ccccc21)Nc1cc2c(cc1Cl)C(=O)c1ccccc1C2=O
  -41.7 | -4.9 | -76.8 | -122.8 | -225.0 | 2.7 | 41.1 | -4.1 | 2.0
20	O=C(CCSc1ccccc1)Nc1ccccc1C(=O)N1CCCC1
  -16.8 | -8.2 | 9.5 | -7.0 | 27.7 | -3.3 | -3.7 | 0.0 | -1.1
21	C=CCn1c(NCc2ccc(N(C)C)cc2)nc2ccccc21
  7.6 | 3.2 | 10.7 | 9.9 | 13.8 | -9.2 | 10.4 | 0.6 | -1.2
22	COc1ccc(CCn2c(-c3ccco3)nc3nc4ccccc4nc32)cc1
  13.8 | -4.1 | 18.3 | 28.4 | 41.2* | -1.7 | 8.7 | -2.2 | 1.5
23	CC(C)(C)C(=O)Nc1scc(-c2ccc(-c3ccccc3)cc2)c1C(=O)O
  -3.8 | -5.5 | 21.4 | 31.0 | 29.0 | 0.9 | -32.4 | -5.8 | 2.9
24	CCOc1ccc(NC(=O)CN2CCN(CC(=O)c3ccc(OC)c(OC)c3)CC2)cc1
  15.1 | 0.4 | 3.5 | -9.8 | -18.0 | 1.3 | 10.3 | -2.5 | -1.8
25	Cc1ccccc1C(=O)N1CCC(C(=O)N(C)CCOc2ccccc2)CC1
  -20.2 | -1.1 | -9.4 | 12.6 | 1.5 | -1.2 | 15.0 | -1.8 | -0.5
26	CCOc1ccc(C(CC(=O)O)NC(=O)COc2ccccc2)cc1OC (stereo unspecified)
  3.1 | -1.9 | -27.7 | 10.9 | 5.8 | -0.4 | 13.5 | -0.2 | -2.1
27	CN1C(=O)c2ccccc2NC(=O)[C@]12O[C@@H]2c1cccc(O)c1
  -7.1 | -0.5 | 0.6 | -0.5 | -17.8 | -2.6 | 3.1 | -4.0 | -0.9
28	COc1ccc(-c2sc(NC(=O)c3ccc(C)cc3)nc2-c2ccc([N+](=O)[O-])cc2)cc1
  14.2 | -1.7 | 0.3 | 1.8 | 15.7 | -1.8 | 24.9 | -1.9 | 0.1
29	COc1cc(/C=N/n2cnnc2)ccc1OCCSc1ccc(C)cc1
  15.8 | -0.2 | 14.8 | 18.9 | 15.1 | -5.2 | 20.2 | -1.5 | -0.7
